N-glyco inh – N-linked glycosylation inhibition. reporter increase, % at 12.5 µM. D54 ERlucT glycosylation luciferase reporter, 24 h; percent of 100 nM tunicamycin response. AID 588692. hit rate 0.23% among 360,000;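 active = mean luciferase reporter signal, scaled so untreated is 0 and the glycosylation-blocking control 100, at or above a set limit in every replicate; inconclusive = mean reaches the limit but not every replicate does; inactive = mean below the limit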;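 note: luciferase carries N-glycosylation sites so blocking glycosylation raises the light; 0% = median of neutral control wells and 100% = median of 100 nM tunicamycin wells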
m5-HT2A agonist – activates the mouse 5-HT2A serotonin receptor | hit rate 0.66% among 360,000 | CHO-K1 mHTR2A beta-arrestin complementation, luminescence; percent of 30 µM serotonin response | AID 624169 | activation, % at 7.6 µM;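 active = activation above a run cutoff, the mean activation of all tested compounds plus 3 SD, cut at about 14% in these data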;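 note: 0% = plate median of compound wells and 100% = 30 µM serotonin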
ABCB6 inh MLPCN – inhibitors of human ABC transporter ABCB6; hit rate 0.19% among 360,000; K562-ABCB6 porphyrin accumulation, flow cytometry, 1 h; stronger effect = lower value; fluorescence ratio to DMSO, % at 10 µM;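 active = fluorescence ratio to DMSO below 75%, the collection mean minus 3 SD; inconclusive = too few cells collected in the well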;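 note: signal is porphyrin accumulated inside mitochondria; 100% equals median channel fluorescence of DMSO control wells; lower ratio means ABCB6 inhibition with less porphyrin fluorescence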
Exocytosis inh – blocks lytic granule exocytosis; AID 651702; inhibition, % at 10 µM; hit rate 0.66% among 360,000; TALL-104 LAMP-1 surface exposure, flow cytometry; cells stimulated with thapsigargin and PMA;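 active = inhibition above about 55%, limit read from the data; inconclusive = no clear call, values can overlap the other calls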
ABHD5 PLIN5 PPI – inhibitors of human ABHD5-perilipin-5 interaction; Q00G26+Q8WTS1; Split G. princeps luciferase complementation, luminescence, 4 h; inhibition, % at 4 µM; hit rate 0.78% among 360,000; AID 602281;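 active = inhibition above the mean inhibition across every tested compound plus 3 SD, cut at about 22% in these data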;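 note: 0% = DMSO only wells and the 100% control is not disclosed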
MC4R antagonist – human MC4R antagonism in cAMP assay | P32245 | MC4R-expressing cells, MTII-stimulated cAMP, LANCE TR-FRET | inhibition, % at 6.5 µM | hit rate 0.48% among 360,000 | AID 540295;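 active = inhibition above its plate's cutoff, the mean of tested wells on that plate plus 3 SD, cut at about 29% in these data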;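 note: 0% = Melanotan II alone and 100% = Melanotan II plus saturating MCL0020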
Target sequence (P32245 whole entry, looked up): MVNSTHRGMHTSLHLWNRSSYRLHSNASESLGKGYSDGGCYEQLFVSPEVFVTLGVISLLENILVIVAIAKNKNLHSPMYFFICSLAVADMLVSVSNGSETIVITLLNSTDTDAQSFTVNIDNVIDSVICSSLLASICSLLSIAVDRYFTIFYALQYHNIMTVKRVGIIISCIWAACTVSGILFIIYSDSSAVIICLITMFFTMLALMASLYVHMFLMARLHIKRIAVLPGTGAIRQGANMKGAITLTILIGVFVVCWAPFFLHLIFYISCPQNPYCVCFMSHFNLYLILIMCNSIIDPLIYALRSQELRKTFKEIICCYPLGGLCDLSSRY
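Assay system: U2OS-MC4R stable cell line; Also added: Melanotan II; Technique: Eu-cAMP/anti-cAMP TR-FRET, emission 671 nm; Times: 30-min compound, 1-h challenge, 1-h detection, room temperature.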
CaV13 ICDI inh – Primary screen for inhibitors of IQ motif and Ca2+-dependent inactivation inhibitor domain binding in CACNA1D, Förster resonance energy transfer in living cells, …; inhibition, % at 12.3 µM; AID 743397; HEK cells, CFP/YFP FRET ICDI-IQ, plate reader, 10 min; percent FRET-ratio fall versus neutral wells; hit rate 0.098% among 340,000;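 active = mean replicate inhibition of at least 30% and at least 1% of replicates passing that level; inconclusive = only one of the two criteria is met; inactive = neither criterion is met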;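 note: 0% = median of the neutral control wells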
PDI turbidity – inhibitors of human protein disulfide isomerase. P07237. PDI insulin aggregation turbidity, A650, 90 min. inhibition, % at 10 µM. hit rate 0.052% among 350,000;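 active = mean inhibition across replicates of 30% or more, whatever share of single replicates reach that level; inconclusive = mean inhibition below 30% while every single replicate reaches 30%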;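 note: absorbance from insulin aggregation driven by PDI reduction with DTT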
Target sequence (P07237 whole entry, looked up): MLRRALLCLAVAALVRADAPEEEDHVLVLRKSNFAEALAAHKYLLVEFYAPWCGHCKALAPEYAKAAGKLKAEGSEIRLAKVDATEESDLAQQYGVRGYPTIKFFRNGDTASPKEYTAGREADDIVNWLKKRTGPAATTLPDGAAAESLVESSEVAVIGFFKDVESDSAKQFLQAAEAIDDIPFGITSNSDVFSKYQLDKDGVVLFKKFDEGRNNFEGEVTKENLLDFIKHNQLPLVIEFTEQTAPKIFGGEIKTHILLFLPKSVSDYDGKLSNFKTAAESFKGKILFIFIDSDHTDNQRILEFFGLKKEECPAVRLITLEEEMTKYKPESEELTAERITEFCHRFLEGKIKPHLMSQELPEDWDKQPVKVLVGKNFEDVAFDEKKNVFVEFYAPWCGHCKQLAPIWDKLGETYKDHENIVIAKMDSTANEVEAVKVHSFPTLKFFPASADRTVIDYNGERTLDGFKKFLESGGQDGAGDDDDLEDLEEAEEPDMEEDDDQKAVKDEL
H9c2 protect – myocardial damage modulation in H9c2 cells. protection from H2O2 cell death, % at 20 µM. hit rate 0.63% among 360,000. H9c2 cardiomyocytes, H2O2 injury protection, ATPLite, 2 h. AID 588492;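 active = compounds giving at least 50% protection of heart cells from peroxide-induced death in the single-dose screen, raw or plate-pattern-corrected value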;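 note: 0% = DMSO wells with peroxide and 100% = DMSO wells without peroxide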
MC4R barr agon – agonists of human melanocortin 4 receptor (MC4R) beta-arrestin; P32245; hit rate 0.98% among 360,000; activation, % at 8.9 µM; AID 540308; U2OS MC4R beta-arrestin complementation, luminescence; percent of melanotan II response, DMSO zero;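 active = activation above a per-plate cutoff, the mean activation of sample wells on that plate plus 3 SD, cut at about 8% in these data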
* = called active by the depositor; ? = inconclusive; · = no result given.

SMILES | N-glyco inh | m5-HT2A agonist | ABCB6 inh MLPCN | Exocytosis inh | ABHD5 PLIN5 PPI | MC4R antagonist | CaV13 ICDI inh | PDI turbidity | H9c2 protect | MC4R barr agon
N#Cc1cc2c(nc1SCc1cccnc1)CCCC2 | 0 | 4 | 98 | -2 | 0 | -1 | -4 | 2 | 2 | 2.1
CCOc1cc(NC(=S)NCCCN2CCOCC2)c(OCC)cc1NC(=O)c1ccco1 | 1 | 2 | 92 | 9 | 9 | 0 | -2 | 4 | -4 | 0.8
CC(Sc1nc(-c2ccc(F)cc2)cs1)C(=O)N1c2ccccc2CC1C (configuration not stated) | -2 | -5 | 99 | 29 | -10 | 2 | 17 | 1 | 0 | -2.4
O=C(COC(=O)c1c(Cl)ccc(Cl)c1Cl)NCC1CCCO1 (configuration not stated) | 1 | 13 | 99 | -2 | 2 | -1 | -2 | 1 | -2 | -0.4
O=C(CNC(=O)c1ccccc1)NCC(=O)OCc1ccc(Cl)cc1 | -1 | -4 | 100 | 6 | 4 | -2 | -6 | -1 | 11 | -1.4
C[C@]12C=CC(=O)C=C1CC[C@@H]1C2=CC[C@]2(C)[C@@H](C(=O)CN3CCN(c4cc(N5CCCC5)nc(N5CCCC5)n4)CC3)CC[C@@H]12 | -2 | 0 | 108 | 3 | -21 | 15 | -5 | ? | -9 | 4.5
Cc1nc2ccccc2c2oc(C(=O)N3CCN(C4CCCCC4)CC3)cc12 | -4 | 2 | 100 | 0 | 1 | 4 | -5 | · | -28 | -0.5
CCOC(=O)C1CCN(C(=O)CN(Cc2ccc(Cl)cc2)S(C)(=O)=O)CC1 | 0 | 4 | 101 | 2 | -5 | 8 | -2 | 6 | 8 | -0.2
CCOc1ccc(/C=N/NC(=O)c2cc3c(OC)cccc3[nH]2)cc1 | 50* | -8 | 98 | -10 | -7 | -8 | -21 | 10 | -7 | 11*
O=C1C=C(OCCF)CC(c2cccc(Cl)c2)O1 (configuration not stated) | · | -2 | · | -4 | 8 | · | -9 | · | · | ·
COc1cc([N+](=O)[O-])ccc1NC(=O)CSc1ccccn1 | 2 | 3 | 94 | -2 | -3 | -5 | · | 2 | -4 | 2.6
COCC1CCN(C(=O)c2ccc3nc(Cc4cccc(Cl)c4)oc3c2)CC1 | -1 | -7 | 98 | -5 | 2 | 10 | -9 | 8 | -8 | 1.2
CC(C)N1C(=O)/C(=C/c2nc3ccccc3c(=O)n2-c2ccccc2)c2ccccc21 | ? | 10 | 93 | -2 | 19 | 9 | · | -1 | -2 | -1.0
CN(C)N(Cc1ccccc1)C(=O)C(O)(c1ccccc1)c1ccccc1 | -2 | 2 | 99 | 20 | -4 | 1 | -1 | 14 | 60* | -0.2
CCCCCn1c(=O)[nH]c2cc(C(=O)N3CCN(c4ccccc4F)CC3)ccc2c1=O | 8 | -1 | 107 | 3 | 3 | 9 | -4 | -9 | -13 | 4.0
Cc1ccc(N2CCN(c3ccc(C)cc3)C2c2ccccn2)cc1 | 2 | -5 | 98 | 0 | 0 | 5 | -8 | 4 | -12 | 0.5
CC(C)c1ccc(S(=O)(=O)N2CCN(C(C)C(=O)NC3CCCC3)CC2)cc1 (configuration not stated) | -4 | 1 | 98 | 8 | -1 | 4 | -6 | 5 | -4 | -0.4
COc1ccc(OC)c(/C=C/c2nc3ccccc3[nH]c2=O)c1 | 2 | 3 | 95 | -2 | 5 | -5 | -16 | 6 | 2 | 3.7
COc1cccc(CN2CCC(C(=O)NC(C)c3cccc4ccccc34)CC2)c1 (configuration not stated) | -2 | 2 | 99 | 2 | 4 | 1 | -18 | 4 | 7 | 1.1
CCCCCCNCC1OCc2ccccc2CO1 | 0 | 0 | 97 | 0 | -3 | 3 | -5 | 3 | 1 | 1.8
CCCCNC(=O)c1cc2cc(CC)ccc2[nH]1 | -2 | -2 | 99 | -3 | -1 | 2 | 0 | -2 | -2 | 0.2
O=S(=O)(c1cccc(NC(=S)Nc2ccc(Br)cc2Cl)c1)N1CCOCC1 | 3 | 0 | 100 | 2 | -2 | 5 | · | -3 | -28 | -0.2
COc1ccc(Nc2nc(NCCCN3CCOCC3)nc(N)c2[N+](=O)[O-])cc1 | 8 | -5 | 98 | 8 | -5 | 1 | -3 | 10 | 13 | 0.0
COC(=O)C1Cc2c([nH]c3ccccc23)C(C)N1 (configuration not stated) | 0 | 3 | 99 | -4 | 12 | 2 | -4 | -7 | 4 | -1.0
Cc1cccc(N2C(=O)c3ccc(C(=O)Nc4c[nH]c(=O)[nH]c4=O)cc3C2=O)c1 | 1 | 1 | 106 | -4 | -2 | 0 | -5 | 1 | 3 | 2.2
CCCCOc1ccc(C(=O)NCC(=O)NC2CCN(Cc3ccccc3)CC2)cc1 | -4 | -9 | 90 | 3 | 3 | -2 | -5 | 2 | -9 | -3.4
CC(C)Nc1nc2ccccc2c(=O)[nH]1 | 0 | 4 | 95 | 4 | 4 | 3 | 8 | -5 | 22 | -1.8
COCCOC(=O)C1=C(N)OC2=C(C(=O)CCC2)C1c1cccnc1 (configuration not stated) | 0 | 0 | 96 | 0 | 1 | 3 | -3 | 7 | -2 | -2.2
CC(CCc1ccccn1)(CCc1ccccn1)C(=O)c1ccccc1 | -4 | -5 | 98 | -22 | 4 | 10 | -6 | 3 | 4 | 0.8
Cc1ccc(Cl)cc1NC(=O)COC(=O)CN1C(=O)C2CCCCC2C1=O (configuration not stated) | 2 | 6 | 94 | -3 | 8 | 1 | -5 | -4 | 1 | -1.9

Some of the entries so far, with two lines to a compound:
The line under a structure holds: N-glyco inh, m5-HT2A agonist, ABCB6 inh MLPCN, Exocytosis inh, ABHD5 PLIN5 PPI, MC4R antagonist, CaV13 ICDI inh, PDI turbidity, H9c2 protect, MC4R barr agon
- CC(C)c1ccc(S(=O)(=O)N2CCN(C(C)C(=O)NC3CCCC3)CC2)cc1 (configuration not stated)
→ -4, 1, 98, 8, -1, 4, -6, 5, -4, -0.4
- COc1ccc(OC)c(/C=C/c2nc3ccccc3[nH]c2=O)c1
→ 2, 3, 95, -2, 5, -5, -16, 6, 2, 3.7

In a second layout: entries from further up
Below each compound – N-glyco inh	m5-HT2A agonist	ABCB6 inh MLPCN	Exocytosis inh	ABHD5 PLIN5 PPI	MC4R antagonist	CaV13 ICDI inh	PDI turbidity	H9c2 protect	MC4R barr agon
> N#Cc1cc2c(nc1SCc1cccnc1)CCCC2
→ 0	4	98	-2	0	-1	-4	2	2	2.1
> CCOc1cc(NC(=S)NCCCN2CCOCC2)c(OCC)cc1NC(=O)c1ccco1
→ 1	2	92	9	9	0	-2	4	-4	0.8
> CC(Sc1nc(-c2ccc(F)cc2)cs1)C(=O)N1c2ccccc2CC1C (configuration not stated)
→ -2	-5	99	29	-10	2	17	1	0	-2.4
> O=C(COC(=O)c1c(Cl)ccc(Cl)c1Cl)NCC1CCCO1 (configuration not stated)
→ 1	13	99	-2	2	-1	-2	1	-2	-0.4
> O=C(CNC(=O)c1ccccc1)NCC(=O)OCc1ccc(Cl)cc1
→ -1	-4	100	6	4	-2	-6	-1	11	-1.4
> C[C@]12C=CC(=O)C=C1CC[C@@H]1C2=CC[C@]2(C)[C@@H](C(=O)CN3CCN(c4cc(N5CCCC5)nc(N5CCCC5)n4)CC3)CC[C@@H]12
→ -2	0	108	3	-21	15	-5	?	-9	4.5
> Cc1nc2ccccc2c2oc(C(=O)N3CCN(C4CCCCC4)CC3)cc12
→ -4	2	100	0	1	4	-5	·	-28	-0.5
> CCOC(=O)C1CCN(C(=O)CN(Cc2ccc(Cl)cc2)S(C)(=O)=O)CC1
→ 0	4	101	2	-5	8	-2	6	8	-0.2
> CCOc1ccc(/C=N/NC(=O)c2cc3c(OC)cccc3[nH]2)cc1
→ 50*	-8	98	-10	-7	-8	-21	10	-7	11*
> O=C1C=C(OCCF)CC(c2cccc(Cl)c2)O1 (configuration not stated)
→ ·	-2	·	-4	8	·	-9	·	·	·

Later entries.
SMILES | N-glyco inh | m5-HT2A agonist | ABCB6 inh MLPCN | Exocytosis inh | ABHD5 PLIN5 PPI | MC4R antagonist | CaV13 ICDI inh | PDI turbidity | H9c2 protect | MC4R barr agon
Cc1ccccc1NS(=O)(=O)c1ccc(C(=O)N2CCCC(C(F)(F)F)C2)cc1 (configuration not stated) | -1 | 1 | 97 | -1 | 11 | 1 | -2 | 2 | -8 | 0.4
NC(=O)c1cc(Br)cc(C2CCCCC2)c1O | -3 | 1 | 94 | -31 | -14 | -4 | -22 | -1 | -11 | 0.3
Nc1nccc(-c2ccc(-n3cccc3)cc2)n1 | -1 | -4 | 93 | 3 | -4 | 4 | 5 | -1 | -1 | -0.4
O=C(O)CC1SC(N/N=C/c2ccc(Br)cc2)NC1=O (configuration not stated) | 1 | 0 | 98 | 0 | 3 | -10 | -6 | 6 | -1 | -3.5
Cc1nc2ccccc2cc1C(=O)Nc1ccccc1Cl | -1 | -3 | 94 | -1 | -1 | 1 | -5 | 3 | 3 | -0.8
CCCCOC(=O)C(C)c1c(C)[nH]c(=S)[nH]c1=O (configuration not stated) | 1 | -3 | 96 | 0 | 2 | 12 | -1 | -4 | 18 | -0.2
CCOc1ccc(OCCOc2cccc(C(F)(F)F)c2)cc1 | 1 | 0 | 92 | 0 | -7 | -1 | 0 | 6 | -19 | 2.9
Cc1ccc(-c2nn3c(C)nnc3s2)cc1NC(=O)c1ccco1 | 4 | -2 | 102 | -1 | 6 | 9 | -2 | · | 16 | -1.0
CCCCn1nnnc1C1(C)CCC(=O)N1Cc1cccnc1 (configuration not stated) | · | 0 | 94 | -4 | -3 | · | -10 | · | · | ·
CC(C)CCn1c(SCC(=O)Nc2ccccc2C(F)(F)F)nc2nccnc2c1=O | 4 | 13 | 97 | -1 | -1 | 9 | -2 | -2 | 5 | -0.7
Cc1ccc(NC(=O)CN2C(=O)N/C(=C/c3cc(C)n(-c4ccc(C(=O)O)cc4)c3C)C2=O)cc1 | 2 | -1 | 97 | -4 | -6 | 11 | -2 | 0 | 13 | -2.7
O=C(NCc1ccc(Cl)cc1)C1CCCN(S(=O)(=O)c2cnc[nH]2)C1 (configuration not stated) | 0 | 1 | 101 | 4 | -10 | -1 | 23 | -6 | -1 | -1.8
O=C(CSc1nnc(NC(=O)c2cccc(F)c2)s1)NCc1ccco1 | 2 | 9 | 94 | -1 | -3 | 5 | -9 | 8 | -8 | -0.9
CN(C(=O)CC1C(=O)NCCN1Cc1ccoc1)C1CCOCC1 (configuration not stated) | 4 | 1 | 96 | -10 | -1 | -3 | -5 | 14 | 8 | -3.8
O=C(CCCSc1nnc(Nc2ccccc2F)s1)N1CCOCC1 | -1 | -3 | 95 | 0 | 1 | 14 | 0 | -7 | -2 | -0.3
CCOC(=O)c1c(C)n(C)c2ccc(OCC(O)Cn3nc(C)c(Br)c3C)cc12 (configuration not stated) | 2 | -4 | 94 | 4 | 4 | 4 | · | -2 | 10 | -1.6
COc1ccc(NC(=O)CSc2nc(C)c3c(c2C#N)CCCC3)cc1 | -2 | -1 | 93 | -1 | -5 | 4 | -5 | 2 | 0 | 0.5

Screening results (PubChem BioAssay)
